Bioassay records deposited in PubChem BioAssay by National Center for Advancing Translational Sciences (NCATS).
GAA glycogen mod – qHTS Assay for Inhibitors and Activators of Human alpha-Glucosidase Cleavage of Glycogen. Lysosomal alpha-glucosidase (Homo sapiens), P10253. recombinant GAA, glycogen substrate, Amplex Red glucose oxidase fluorescence. Potency, µM (top dose mostly 76.4 µM), for the others: top-dose activity change, negative = inhibition, hits mostly inhibitors. actives 0.38% (n = 300,000). AID 2100, 2009; active = well fitted inhibition curve with a large enough effect;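 note: 0% = full enzyme reaction and -100% = no-enzyme basal signal; the screen sought inhibitors and activators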
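qHTS, 1536-well; enzyme 4 nM final; cpd up to 77 uM; substrate bovine liver glycogen 30 ug; 50 mM citrate/phosphate pH 5.0, 0.01% Tween-20; 37 C, 40 min; Amplex Red detection 45 min RT; Hill fit → AC50.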
An asterisk follows results filed as active; & = joins results of further samples; [ ] = dose if it differs, or a comment. Potency is the fitted concentration of half-maximal effect. An excerpt; rates above refer to the full screens.

compound | GAA glycogen mod
CC1(c2ccc(Cl)cc2)CC(C)(C)N(C(=O)c2ccccc2)c2ccccc21 (stereo not given) | -2.3%[76.3 µM]
COC(=O)c1ccc(NC(=O)CCc2c(C)nc3c(c(C)nn3-c3ccc(C)cc3)c2C)cc1 | 13.7%[76.3 µM]
COc1ccc(Cl)c(NC(=O)C/C(C)=N/NC(=O)CCc2ccccc2)c1 | 0.2%
COc1ccc(OC)c(CNC(=O)C(C)n2nc(C)c3c(C)n(-c4ccccc4)nc3c2=O)c1 (stereo not given) | -2.2%[76.3 µM]
CCCCC(NC(=O)Cc1c(C)c2cc3c(C)c(C)oc3c(C)c2oc1=O)C(=O)O (stereo not given) | -19.1%
CC(=O)Nc1ccc(S(=O)(=O)NCc2nc(-c3ccccc3C)no2)cc1 | 7.7%
COc1ccc(C2C(C#N)=C(N)N(N(C)C)C3=C2C(=O)CC(C)(C)C3)cc1 (stereo not given) | -24.2%
CCCN(C(=O)c1cc2c(s1)-c1ccccc1OC2)c1ccccc1F | 5.8%[76.3 µM]
COc1cc(C)c(Cl)cc1S(=O)(=O)NCc1ccccn1 | 10.6%[76.3 µM]
CCOC(=O)c1ccc(NC2=CC(c3ccc(F)cc3)N(c3ccc(C(=O)OCC)cc3)C2=O)cc1 (stereo not given) | -7.0%[76.3 µM]
COc1cc(-c2c(C(C)=O)c(C)nc3c2C(=O)c2ccccc2-3)cc(OC)c1OC | -0.2%
Cc1nc2scc(C)n2c(=O)c1S(=O)(=O)Nc1ccc(N2CCN(S(C)(=O)=O)CC2)cc1 | 0.9%&20.6%[76.3 µM]
COCc1ccc(C(=O)NC2CCCN(Cc3ccccc3F)C2)o1 (stereo not given) | -2.1%[76.3 µM]
Cc1cc(C)cc(N(CC(=O)NC2CCCC2)C(=O)CCC(=O)Nc2cc(C)ccn2)c1 | -0.3%
COc1ccc(-c2nc3c(C#N)c[nH]n3c2NC2CCCC2)cc1 | -6.9%[76.3 µM]
CCN(CC)C(=O)CSc1nc(-c2ccc(C)cc2)nc2c1Cc1c(CO)cnc(C)c1O2 | 20.1%[76.3 µM]
CNC(=S)N(CCc1c(C)[nH]c2ccc(F)cc12)Cc1ccco1 | 2.5%
COCCNc1nc2c(c(=O)[nH]c(=O)n2C)n1CCCc1ccccc1 | 16.6%[76.3 µM]
COc1ccc(Cl)cc1S(=O)(=O)N(C)CC(=O)N1CCCC1 | 0.4%[76.3 µM]
Cc1ccc(C)c(N2CCN(C(=O)CN3C(=O)COc4ccc(S(=O)(=O)N5CCOCC5)cc43)CC2)c1 | -4.5%[76.3 µM]
CCOc1ccccc1NCc1nnc(-c2ccccc2)o1 | -8.8%[76.3 µM]
CS(=O)(=O)N(CC(=O)NCCSCc1ccccc1Cl)c1ccc(F)cc1 | -5.7%[76.3 µM]
Cc1cccc(N(C(=O)CNC(=O)c2ccco2)C(C(=O)NC2CCCC2)c2cccnc2)c1C (stereo not given) | -0.3%
O=C1CN(C(=O)c2c(F)cccc2Cl)C(c2ccc(F)cc2)c2cc(Br)ccc2N1 (stereo not given) | 10.0%[76.3 µM]
CCCCCn1c(=N)c(S(=O)(=O)c2ccccc2)cc2c(=O)n3ccccc3nc21 | 1.1%[76.3 µM]
CCOC(=O)c1c(C)n(CCOc2ccccc2)c2ccc(O)cc12 | -12.3%
Cc1ccc(Oc2nc3c(c(=O)n(Cc4ccccc4)c(=O)n3C)n2C)cc1C | 7.4%[76.3 µM]
C/C(=N\NC(=O)c1cc(Br)ccc1O)c1cccc(NC(=O)c2ccccc2F)c1 | 5.6%[76.3 µM]
Cc1ccc(N(C(=O)c2snc(C(N)=O)c2N)C(C(=O)NC2CCCC2)c2ccncc2)cc1 (stereo not given) | -1.7%
CCc1cc(C(=O)N/N=C/c2ccc(O)cc2O)c2ccccc2n1 | 0.2%[76.3 µM]
Cc1cc(OCC(=O)NCc2cccnc2)c2c(C)cc(=O)oc2c1 | 3.8%[76.3 µM]
Cc1ccc(NC(=O)CSc2ccc3nnc(CCNS(=O)(=O)c4ccccc4)n3n2)cc1Cl | 14.4%[76.3 µM]
COc1ccc2nc3sc(C(=O)N4CCN(c5ccc(F)cc5)CC4)cc3cc2c1 | 11.4%[76.3 µM]
c1ccc2nc3c(nc2c1)OCC1CCCCN31 (stereo not given) | 6.8%
O=C(NC1(c2ccccc2)CC1)C1CCC(=O)N(Cc2ccc(Cl)cc2)C1 (stereo not given) | -3.8%[76.3 µM]
COC(=O)C(C)Sc1ncnc2c1c(-c1ccccc1)cn2-c1ccc(F)cc1 (stereo not given) | -20.8%[76.3 µM]
O=C(NCCc1ccccc1)C1CCCN1S(=O)(=O)c1ccc(Cl)cc1 (stereo not given) | 2.0%
Cc1ccc(OCCN(C)C(=O)C2CCC(=O)N(CC3CCCCC3)C2)cc1 (stereo not given) | 0.7%[76.3 µM]
COc1ccc(-c2c3c(=O)n(C)c(=O)n(C)c3c3c(-c4cccc(C)c4)nc4ccccc4n23)cc1 | -13.3%[76.3 µM]
C/C(=N\NC(=O)CN1CCCCC1)c1ccccc1O | 8.1%
CC(=O)Oc1ccc(C(=O)NC(C)CCc2ccccc2)cc1 (stereo not given) | 21.8%[76.3 µM]
Cc1ccc(OCc2cc(C(=O)N3CCc4sccc4C3)no2)cc1C | -13.6%[76.3 µM]
O=C(C1CCN(Cc2ccccc2O)CC1)N1CCN(Cc2ccc3c(c2)OCO3)CC1 | -7.0%[76.3 µM]
COc1ccc(C(C(=O)NC2CCCC2)N(C(=O)c2ccco2)c2cccc(C(C)=O)c2)cc1OC (stereo not given) | 5.7%
Cc1nnc(NC(=O)CSc2nnc3c(n2)[nH]c2ccccc23)s1 | 14.2%[76.3 µM]
O=C(COc1ccccc1Cl)Nc1ccc(Cl)c(-c2nc3ccccc3o2)c1 | 3.5%[76.3 µM]
Cc1cn2c(=O)cc(COc3ccc(C(C)(C)C)cc3)nc2s1 | 2.8%[76.3 µM]
O=C(NCCN1CCOCC1)c1ccccc1N1C(=O)[C@@H]2Cc3c([nH]c4ccccc34)C(c3ccc(F)cc3)N2C1=O (stereo not given in full) | -5.4%[76.3 µM]
COc1ccc(C(=O)c2oc3ccccc3c2NC(=O)COc2cccc(C)c2C)cc1 | 14.2%[76.3 µM]
CC(C)c1ccc(N2C(=O)CC(Sc3ncccn3)C2=O)cc1 (stereo not given) | 15.7%[76.3 µM]
Cc1ccc(S(=O)(=O)Nc2cccc(-c3ccc(N4CCCCCC4)nn3)c2)cc1C | -8.0%[76.3 µM]
COC(=O)/C(C#N)=C/c1c(N2CCN(C)CC2)nc2ccccn2c1=O | -0.4%
CC(Sc1nnc(-c2ccncc2)n1C)C(=O)Nc1nccs1 (stereo not given) | -2.4%
O=C(N/N=C\c1c(O)ccc2ccccc12)c1ccc(O)cc1 | 6.2%[76.3 µM]
Cc1ccc(NC(=O)CSc2n[nH]c(-c3ccccn3)n2)cc1 | 12.9%
O=C(N/N=C/c1ccccn1)c1cc(C2CC2)nc2ccccc12 | -7.0%[76.3 µM]

In the list so far, 6 have an NH in an aromatic ring.
compound | GAA glycogen mod
COc1ccc(-c2nc3c(C#N)c[nH]n3c2NC2CCCC2)cc1 | -6.9%[76.3 µM]
CNC(=S)N(CCc1c(C)[nH]c2ccc(F)cc12)Cc1ccco1 | 2.5%
COCCNc1nc2c(c(=O)[nH]c(=O)n2C)n1CCCc1ccccc1 | 16.6%[76.3 µM]
Cc1nnc(NC(=O)CSc2nnc3c(n2)[nH]c2ccccc23)s1 | 14.2%[76.3 µM]
O=C(NCCN1CCOCC1)c1ccccc1N1C(=O)[C@@H]2Cc3c([nH]c4ccccc34)C(c3ccc(F)cc3)N2C1=O (stereo not given in full) | -5.4%[76.3 µM]
Cc1ccc(NC(=O)CSc2n[nH]c(-c3ccccn3)n2)cc1 | 12.9%

Following part
compound | GAA glycogen mod
COc1cc(OC)c(NS(=O)(=O)c2c(C)[nH]c(=O)[nH]c2=O)cc1Cl | -9.0%
O=C(C1CCN(S(=O)(=O)Cc2ccccc2)CC1)N1CCN(c2ccccc2)CC1 | 15.8%[76.3 µM]
O=C(Nc1ccccc1)N1CCC(C(=O)N2CCCC(C(F)(F)F)C2)CC1 (stereo not given) | 4.1%[76.3 µM]
Cc1cc(C)cc(-n2ccn3cnnc3c2=O)c1 | -3.3%[76.3 µM]
COC(=O)c1cn(C(=O)c2cc(Br)ccc2Cl)c2ccccc12 | -7.1%[76.3 µM]
CCN(C(=O)CCc1nc(-c2ccc(C)cc2)no1)c1cccc(C(F)(F)F)c1 | -2.9%[76.3 µM]
CCOC(=O)c1ccc(NC(=O)CSc2c3c(nc4cc(Cl)ccc24)CCCC3)cc1 | 2.5%[76.3 µM]
Cc1ccc(-c2c(C(=O)Nc3ccc(F)c(F)c3)oc(=O)c3ccccc23)cc1 | -15.0%[76.3 µM]
CC(CCc1ccccc1)NC(=O)C1CCN(S(=O)(=O)c2ccc(F)cc2)CC1 (stereo not given) | -6.3%[76.3 µM]
CCn1cc(C(=O)N2CCN(c3cc(Cl)ccc3C)CC2)c(=O)c2cc(S(=O)(=O)N3CCOCC3)ccc21 | -11.0%[76.3 µM]
CCOc1ccc(NC(=S)N2CCCC2)cc1 | -0.7%[76.3 µM]
CC(=O)c1cc(-c2ccccc2)n(CC(=O)NCc2ccccc2C)c1C | -5.3%[76.3 µM]
COC(=O)c1cn(-c2ccccc2)nc1-c1ccc(OC)c(OC)c1 | -3.5%
COc1ccc(C2C(C(C)=O)=C(O)C(=O)N2Cc2ccccc2)c(OC)c1 (stereo not given) | 5.9%
O=C(Nc1c2c(nn1-c1ccc([N+](=O)[O-])cc1)CS(=O)(=O)C2)c1ccco1 | 0.9%[76.3 µM]
O=C1NN(c2ccccc2)C(=O)/C1=C\c1ccccc1 | 5.0%[76.3 µM]
COc1ccc(CNC(=O)C2CC(O)CN2C(=O)Nc2ccccc2)cc1 (stereo not given) | -0.9%[76.3 µM]
Cc1ccccc1NC(=O)COC(=O)c1ccccc1SCC(=O)N1CCCC1 | 2.7%[76.3 µM]
O=C1CC(c2ccccc2)Sc2nc(-c3ccc(F)cc3)nn21 (stereo not given) | -13.3%[76.3 µM]
CC(=O)N(c1nnc(-c2cccc(C)c2)s1)C1CCCC1 | -7.4%[76.3 µM]
Cc1nc2c(C(=O)NCc3ccccc3Cl)c[nH]n2c(=O)c1Cc1cccc(Cl)c1 | 5.0%[76.3 µM]
O=C(NC(=S)Nc1cc([N+](=O)[O-])ccc1O)c1ccc2c(c1)OCO2 | 1.2%[76.3 µM]
CN1CCN(C(=O)c2ccc3c(c2)N(Cc2c(F)cccc2Cl)C(=O)c2ccccc2S3)CC1 | -7.3%[76.3 µM]
CCOC(=O)C1CCN(C(=O)CC2(CC(=O)O)CCCC2)CC1 | 2.7%
Cc1cccc(C(=O)OCC(=O)NC(C)CCc2ccccc2)c1O (stereo not given) | -1.1%
COc1ccc(Br)cc1CN(C)CC(=O)NCc1ccc(F)cc1 | 2.5%
Fc1ccc(CNC(=S)Nc2ccccc2F)cc1 | -9.5%[76.3 µM]
Cc1ccc(-c2nc(S(=O)(=O)c3ccccc3)c(SCC(=O)NC3CCCCC3)o2)cc1 | 10.2%[76.3 µM]
Cc1ccc(C)c(OCCCNCc2ccccc2)c1 | 17.4%[76.3 µM]
C=C(c1ccccc1Cl)[n+]1ccccc1 | 1.0%[76.3 µM]
O=C(C(=O)N1CCCC1)c1c(-c2ccccc2)[nH]c2ccccc12 | 3.3%
COc1cc(C(=O)Nc2ccc(NC(=O)c3ccc(C(C)(C)C)cc3)cc2)cc(OC)c1OC | 16.4%[76.3 µM]
COc1ccc(C2(CNC(=O)c3ccccc3)CCCC2)cc1OC | 5.0%[76.3 µM]
O=C(NC1CCCCC1)C(c1c(F)cccc1Cl)N(C(=O)c1csnn1)C1CC1 (stereo not given) | 17.2%[76.3 µM]
Cc1ccc2oc(=O)c3cc(C(=O)Nc4ccccc4C(N)=O)sc3c2c1 | 15.4%[76.3 µM]
Cc1ccccc1-c1nnc(CN2CCC(C)CC2)o1 | 3.4%
CCC(C)NC(=O)c1sc2nc(C)c(C(=O)Nc3ccc(C)cc3C)c(-c3ccc(Br)cc3)c2c1N (stereo not given) | -6.3%[76.3 µM]
CN1C(=O)C2C3c4ccccc4C(c4ccccc43)[C@@H]2C1=O (stereo not given in full) | 1.4%
CCc1ccc(Cc2cnc(NC(=O)c3ccc4c(c3)CC(c3ccccc3)OC4=O)s2)cc1 (stereo not given) | -0.2%[76.3 µM]
CNC(=O)N1c2ccccc2C=Cc2ccccc21 | 5.8%[76.3 µM]
COc1cccc(C=Nc2ccc(N3CCOCC3)cc2)c1O | 6.6%[76.3 µM]
COc1ccccc1-c1noc(CCCC(=O)NC2CCCC2)n1 | -5.4%
CN1CCN(Cc2nc3ccccc3n2C)CC1CCO (stereo not given) | 8.1%[76.3 µM]
COc1ccc(NC(=O)CCCn2cnc3ccccc3c2=O)cc1 | 3.6%
CCC/C(=N\NC(=O)C1CCCC1)c1ccccc1 | -0.4%[76.3 µM]
N#CCN1C(=O)NC2(CCCc3sccc32)C1=O (stereo not given) | -4.6%[76.3 µM]
Cc1ccc(C(=O)OCC(=O)NC(=O)Cc2ccccc2)c(O)c1 | -9.6%[76.3 µM]
CS(=O)(=O)c1ccccc1C(=O)Nc1ccc(-c2nc3ccccc3[nH]2)cc1 | -8.0%[76.3 µM]
